VHR inh color: inhibitors of human VHR1 phosphatase (DUSP3) | P51452 | recombinant VHR phosphatase, colorimetric substrate read-out | inhibition, % at 20 µM | 50,000 tested, 0.7% active | AID 1992; in the data active means inhibition above about 60%; further: some results filed as inactive read as strong as hits
Target sequence (P51452 whole entry, looked up): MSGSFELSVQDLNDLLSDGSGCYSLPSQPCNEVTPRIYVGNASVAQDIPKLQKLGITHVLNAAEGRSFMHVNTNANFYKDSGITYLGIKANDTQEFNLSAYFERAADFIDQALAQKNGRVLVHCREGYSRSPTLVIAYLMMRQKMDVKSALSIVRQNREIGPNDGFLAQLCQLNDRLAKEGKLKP
* hit, by the source's call. Only part of the results is shown. The share of hits here may be higher or lower than overall.

item	Structure	VHR inh color
1	COc1ccc(OC)c(/C=N/NC(=O)c2ccc[n+](CC(=O)c3ccccc3)c2)c1	-15.8
2	O=c1c2ccccc2nc(/C=C/c2ccc3c(c2)OCO3)n1-c1cccc([N+](=O)[O-])c1	-2.1
3	O=C(NNC(=O)c1cccc2ccccc12)c1cccc(Cl)c1	-2.6
4	CC12CCC(C(=O)N(c3nccs3)C1=O)C2(C)C (stereo unspecified)	-3.1
5	O=C(c1cc2ccccc2oc1=O)N1CCN(c2ccc([N+](=O)[O-])cc2)CC1	2.1
6	COc1ccc(NC(=O)COc2ccc3ccccc3c2)c([N+](=O)[O-])c1	-6.8
7	COc1ccc(C(=O)Nc2c(-c3ccccc3)nc3ccc(C)cn23)cc1	-9.0
8	C=C(C)CNC(=S)NNC(=O)COc1cccc(C)c1	-6.3
9	CCOC(=O)c1c(NC(=O)c2ccc(S(=O)(=O)N3CCCCCC3)cc2)sc(C)c1C	-38.3
10	CC(C)Oc1ccccc1NC(=O)c1cc(F)c(F)cc1Cl	2.6
11	O=C(NCc1cccs1)c1sc2cc(F)ccc2c1Cl	-14.0
12	COC(=O)c1cccc(NC(=O)c2cc[n+](C)cc2)c1	98.0
13	CC1(C)OC2OC(COC(=O)c3ccccc3)C3OC(C)(C)OC3C2O1 (stereo unspecified)	-18.9
14	O=C(NC12CC3CC(CC(C3)C1)C2)N1CCC(C(O)(c2ccccc2)c2ccccc2)CC1	14.1
15	OC(CNc1ccc(Br)cc1)COc1ccc(OCC(O)CNc2ccc(Br)cc2)cc1 (stereo unspecified)	-16.4
16	COc1ccc(OCC(=O)Nc2cccc([N+](=O)[O-])c2)cc1	0.5
17	COc1ccc(NC(=O)Cn2nc(C)c3ccccc3c2=O)cc1	-20.7
18	O=C1C2C3c4ccccc4C(c4ccccc43)C2C(=O)N1Cc1ccc(F)cc1 (stereo unspecified)	-1.5
19	CN(C)c1cccc(C(=O)NCc2ccc(S(N)(=O)=O)cc2)c1	-21.5
20	COc1ccc(-c2csc(-c3cc4ccccc4oc3=O)n2)cc1	0.6
21	Cc1cc(C)nc(SCCCCSc2nc(C)cc(C)n2)n1	-11.6
22	CC1(C)Cc2ccccc2C(NN=C2CCCCC2)=N1	12.1
23	O=C(/C=C/c1cccc(Cl)c1)c1ccc2c(c1)OCCO2	-20.4
24	CC(C)(C)c1nnc(NC(=S)Nc2ccccc2)s1	-15.5
25	COc1ccc(C(=O)Oc2cccc3cccnc23)cc1Cl	-11.4

Next section:
item	Structure	VHR inh color
26	Cc1ccccc1N1CCN(C(=O)CN2C(=O)c3ccccc3C2=O)CC1	12.4
27	COc1ccc2c(c1OC)C(=O)OC2Nc1ccc(S(N)(=O)=O)cc1 (stereo unspecified)	-41.1
28	COc1ccc(C=O)c2c(OC)cccc12	-0.9
29	COc1ccc(N(CC(=O)Nc2ccc(I)cc2)S(C)(=O)=O)cc1	1.2
30	O=C(O)c1ccccc1-c1ccccc1C(=O)Nc1ccccc1-c1ccccc1	-20.6
31	CC(C(=O)O)N1C(=O)/C(=C/c2ccc([N+](=O)[O-])cc2)SC1=S (stereo unspecified)	12.1
32	COc1ccc(C2/C(=C(\O)c3ccc(C)cc3)C(=O)C(=O)N2c2ccc(O)cc2)cc1 (stereo unspecified)	3.1
33	NC(=O)C1CCN(S(=O)(=O)c2ccc3ccccc3c2)CC1	-3.8
34	CC(=O)N(C(C)=O)c1cccc2c(N(C(C)=O)C(C)=O)cccc12	-7.8
35	COc1ccc(C(=O)Nc2ccc(-c3nc4ccccc4c(=O)o3)cc2)cc1	5.1
36	CC1=NN(C(=O)c2ccc(N/C(C)=C/C(=O)C(F)(F)F)cc2)C(O)(C(F)(F)F)C1 (stereo unspecified)	-9.9
37	O=C1NC(=S)S/C1=C\c1cn(CCOc2ccccc2F)c2ccccc12	25.1
38	CS(=O)(=O)N1CCN(Cc2ccccc2[N+](=O)[O-])CC1	-9.8
39	O=C1c2ccccc2-c2onc3c(Br)cc(O)c1c23	-18.2
40	O=C(Nc1nc(-c2ccc(F)cc2)cs1)c1ccc(S(=O)(=O)N2CCCCCC2)cc1	1.2
41	COc1cccc(N2C(=O)C(=O)/C(=C(\O)c3ccccc3)C2c2ccc(F)cc2)c1 (stereo unspecified)	-17.3
42	COc1ccc(OC)c(/C=C2\SC(=S)N(CCC(=O)O)C2=O)c1	6.1
43	Cc1[nH]n(-c2ccccc2)c(=S)c1C=Nc1ccccc1O	93.2
44	Cc1ccc(-c2nc3cc(NC(=O)c4cccc([N+](=O)[O-])c4C)ccc3o2)cc1	-2.5
45	CC1=C(C#N)c2nc(N)c(C#N)c(C)c2/C1=C/c1ccc(-c2cccc(C(=O)O)c2)o1	-10.7
46	COc1cc(SC)ccc1C(=O)n1nnc2ccccc21	-6.0
47	CN(C)c1cccc(C(=O)Nc2ccncc2)c1	17.9
48	Cc1ccc(-c2ccc(OCC(=O)N3CCOCC3)cc2)cc1	7.9
49	COc1cccc(/C=C(\C#N)c2nc3ccccc3[nH]2)c1OCC#N	-20.1
50	CCC(C)c1ccc(NC(=O)/C=C/c2cccc([N+](=O)[O-])c2)c(O)c1 (stereo unspecified)	-4.1

(continued)
item	Structure	VHR inh color
51	Fc1ccc(-c2ccc(/C=N/n3cnnc3)o2)cc1	-12.9
52	CCOc1ccc(/C=C2/SC(=O)N(CNc3cccc(Br)c3)C2=O)cc1	-33.4
53	O=C(Cn1c(NCCO)nc2ccccc21)c1cccc([N+](=O)[O-])c1	-0.1
54	Cc1c(OCC(=O)OCc2ccccc2)ccc2c3c(c(=O)oc12)CCC3	-5.1
55	O=C(NCCN1CCN(S(=O)(=O)c2ccc([N+](=O)[O-])cc2)CC1)C(=O)Nc1ccccc1	-3.0
56	O=C1C=C(Nc2ccc(O)cc2)CC(c2ccccc2)C1 (stereo unspecified)	5.4
57	CCOC(=O)C1=C(C)N(c2ccc(OCC)cc2)C(=O)C1	-16.0
58	NS(=O)(=O)c1cccc(NC(=O)c2cccc(OCc3ccccc3)c2)c1	11.5
59	C(=NN1CCN(Cc2ccccc2)CC1)c1cccnc1	5.2
60	CN(Cc1ccccc1)C(=O)c1cc2ccccc2o1	-20.1
61	O=C(NCCOc1ccccc1)c1sc2ccccc2c1Cl	-4.5
62	O=C(COc1ccccc1[N+](=O)[O-])Nc1ccc(OC(F)(F)F)cc1	53.5
63	O=C(Nc1ccc(F)cc1F)c1ccco1	-0.8
64	Cc1cc(Cl)ccc1OCC(=O)NCCO	-1.3
65	O=C(CSc1cc(Cl)ccc1Cl)Nc1ccccc1[N+](=O)[O-]	-6.1
66	CCOC(=O)C1=C(O)/C(=C/c2ccc(N(C)C)cc2)SC1=Nc1ccc(OC)cc1	27.3
67	Nc1nonc1/C(=N\OC(=O)Nc1ccccc1)N1CCOCC1	-40.7
68	Cc1cccc(C)c1NC(=O)CN(c1ccc(F)cc1)S(=O)(=O)c1ccccc1	-1.7
69	O=c1oc2ccccc2c2c1C(c1ccc(Cl)cc1)c1c(c3ccccc3oc1=O)O2	-0.8
70	O=C(CN1CCOCC1)NCCNC(=O)c1ccccc1	1.4
71	CCOc1cc(/C=C2/SC(=S)N(CC)C2=O)ccc1OCc1ccc(Cl)c(Cl)c1	-24.2
72	COCCOC(=O)C1=C(C)NC(=S)NC1c1ccccc1OC (stereo unspecified)	9.8
73	CCN(CC)C(=O)c1cnn(-c2ccccc2)c1NC(=O)c1cccc(F)c1	-11.4
74	COc1ccc(C(=O)Nc2cc(Cl)ccc2Cl)cc1NC(=O)c1ccccc1C	-1.6
75	O=[N+]([O-])c1ccc(N2CCN(S(=O)(=O)Cc3ccccc3)CC2)cc1NC1CC1	-15.1

Given with each value named: part of the list above.
[18] O=C1C2C3c4ccccc4C(c4ccccc43)C2C(=O)N1Cc1ccc(F)cc1 (stereo unspecified)
  VHR inh color = -1.5
[41] COc1cccc(N2C(=O)C(=O)/C(=C(\O)c3ccccc3)C2c2ccc(F)cc2)c1 (stereo unspecified)
  VHR inh color = -17.3
[5] O=C(c1cc2ccccc2oc1=O)N1CCN(c2ccc([N+](=O)[O-])cc2)CC1
  VHR inh color = 2.1

Further structures.
item	Structure	VHR inh color
76	CNC(=O)C(=O)NCCc1ccccc1	-6.4
77	CCCC(=O)Nc1cccc(NC(=O)c2cc(Br)ccc2I)c1	-6.6
78	COc1ccc(C2SCC(=O)N2c2c(C)n(C)n(-c3ccccc3)c2=O)cc1OC (stereo unspecified)	-1.0
79	Cc1ccc2c(c1)c(-c1ccccc1)nc1nnnn12	-6.4
80	CCCCCN1C(=O)/C(=C2\SC(=S)N(NC(C)=O)C2=O)c2ccccc21	4.8
81	O=C(CSc1nc2ccccc2s1)Nc1cc2c(cc1Br)OCCO2	-34.1
82	CC(C)N1C(C)CC(O)N1C(=O)CC#N (stereo unspecified)	-17.0
83	CCOc1cc(OCC)cc(C(=O)Nc2cc(-c3nc4ccccc4s3)ccc2Cl)c1	-6.8
84	Cc1c(NS(=O)(=O)c2cccs2)c(=O)n(-c2ccccc2)n1C	3.8
85	CCCC1CCc2c(sc(NC(=O)Cc3ccccc3)c2C(N)=O)C1 (stereo unspecified)	-5.0
86	CCCOc1cccc(C(=O)Nc2ccc(C)cc2[N+](=O)[O-])c1	-13.6
87	O=C1NC(=S)N/C1=C\c1ccccc1OCc1ccc([N+](=O)[O-])cc1	-14.6
88	COc1ccc(C=O)cc1OCc1ccccc1	-6.9
89	CC1=C(C#N)C(=O)NC(=O)/C1=C\c1ccc(-c2ccc(Cl)c(Cl)c2)o1	20.9
90	N#CC(C(N)=O)C(SCc1ccccc1)c1ccc(Br)cc1 (stereo unspecified)	-26.8
91	COCCOC(=O)C1=C(C)NC(=O)NC1c1cccc(OCc2ccccc2)c1 (stereo unspecified)	-38.8
92	COc1ccc(CC(=O)O/N=C(\N)c2ccc([N+](=O)[O-])cc2)cc1OC	-17.0
93	CCN1C(=O)C(=Cc2ccc(O)cc2)C(=O)NC1=S	4.8
94	Cc1sc(NC(=O)Nc2ccccc2)nc1-c1ccccc1	9.6
95	O=C1/C(=C/c2ccccn2)N2CCC1CC2	-26.4
96	COc1ccc(CC(=O)Nc2ccc(NC(=O)c3ccc(Cl)cc3Cl)cc2)cc1OC	-6.4
97	O=C1C2C3C=CC(C3)C2C(=O)N1/N=C/c1cc(Br)c(O)cc1O (stereo unspecified)	-6.5
98	O=C(/C=C/c1ccc(F)cc1)Nc1ccccc1Br	-2.5
99	COC(=O)CCC(=O)Nc1c(C)cc(C)cc1C	-7.4
100	Cc1ccc(/C=C/C(=O)Nc2ccc(S(N)(=O)=O)cc2)cc1	8.4

Individual results from the results shown:
entry 78 | VHR inh color: -1.0
entry 83 | VHR inh color: -6.8
entry 97 | VHR inh color: -6.5
entry 77 | VHR inh color: -6.6
entry 80 | VHR inh color: 4.8

3 records picked at random from those above:
item	Structure	VHR inh color
96	COc1ccc(CC(=O)Nc2ccc(NC(=O)c3ccc(Cl)cc3Cl)cc2)cc1OC	-6.4
100	Cc1ccc(/C=C/C(=O)Nc2ccc(S(N)(=O)=O)cc2)cc1	8.4
91	COCCOC(=O)C1=C(C)NC(=O)NC1c1cccc(OCc2ccccc2)c1 (stereo unspecified)	-38.8

Next section.
item	Structure	VHR inh color
101	Cc1ccc(C(=O)CC2(O)C(=O)Nc3ccc(Br)cc32)cc1 (stereo unspecified)	-3.9
102	O=C(CSc1nc2sc3c(c2c(=O)[nH]1)CCCC3)N1CCN(CCO)CC1	5.6
103	CC1=C(C(=O)Nc2ccccc2)C(c2ccc([N+](=O)[O-])cc2)NC(=S)N1 (stereo unspecified)	3.0
104	O=C(NCCN1CCN(S(=O)(=O)c2ccccc2)CC1)C(=O)Nc1ccc(Br)cc1	7.7
105	C=C(C)c1cccc(C(C)(C)NC(=O)Nc2ccc(C(N)=O)cc2)c1	6.0
106	COc1ccc(-c2nc3cc(NC(=O)COc4ccccc4[N+](=O)[O-])ccc3o2)cc1Cl	14.4
107	CCN(CC)CCCCCCOc1ccccc1OC	-7.0
108	COc1ccc(Cl)cc1NC(=O)COc1cc(C)c(Cl)c(C)c1	-12.2
109	O=C1CC(Cc2ccc(Cl)cc2)C(=O)N1c1ccc(F)cc1 (stereo unspecified)	-14.8
110	CCCc1nc2c(C)ccc(C)c2c(N)c1CC	0.2
111	COc1ccc(NC(=O)c2cc(NC(=O)c3ccccc3)cc(C(=O)Nc3ccc(OC)cc3)c2)cc1	-5.8
112	CCOc1ccc(N2C(=O)CC(Sc3ccccc3C(=O)O)C2=O)cc1 (stereo unspecified)	-7.3
113	O=[N+]([O-])c1ccc2nc(SCc3c[nH]c4ccccc34)sc2c1	5.2
114	CC(C)CCC(C(N)=O)C1=NC(C)(C)Cc2ccccc21 (stereo unspecified)	-30.1
115	Cc1ccc(N2CCSC2c2ccco2)cc1 (stereo unspecified)	-2.3
116	O=c1[nH]c(=S)[nH]c(O)c1C=Nc1cc(Cl)ccc1O	-13.2
117	O=C(O)c1cn(-c2ccccc2)nc1-c1ccc(F)cc1	10.8
118	NC(=O)SCC(=O)Nc1ccccc1Cl	3.7
119	Cc1cc(C)c(C(N)=O)c(Nc2cccc(Cl)c2)n1	-4.0
120	Cc1ccccc1N(CC(=O)Nc1ccc(Cl)c(Cl)c1)S(C)(=O)=O	-4.3
121	COc1ccc(OC)c(/C=N\N2CCN(c3ccccc3)CC2)c1	2.0
122	Nc1ccc2nc(SCc3ccc(F)cc3)sc2c1	-12.2
123	COc1ccccc1C1/C(=C(/O)c2ccccc2)C(=O)C(=O)N1c1cccc(Br)c1 (stereo unspecified)	6.5
124	CCOc1ccc(N(CC(=O)Nc2ccc(C)c(C)c2)S(=O)(=O)c2ccc(SC)cc2)cc1	-5.3
125	COc1ccc(OC)c(CN2CCN(C(=O)c3ccc(OC)c(OC)c3)CC2)c1	2.8

(further entries)
item	Structure	VHR inh color
126	COc1cc(C=C2C(=O)N(C)C(=O)N(C)C2=O)ccc1OCc1ccccc1Cl	-11.2
127	NC(=O)C(c1ccccc1)c1ccccn1 (stereo unspecified)	-17.5
128	O=C1NC(=O)N(c2ccccc2Cl)C(=O)C1=Cc1ccccc1	24.0
129	O=C(NCC1CCCO1)c1cnn2c1NC(c1ccco1)CC2C(F)(F)F (stereo unspecified)	-25.1
130	Cc1cc(NC(=O)c2cccc3ccccc23)ccc1NC(=O)c1ccccc1	-3.4
131	Cc1ccccc1C(=O)Nc1sc2c(c1C(=O)N1CCC(C)CC1)CCC2	16.6
132	O=[N+]([O-])c1ccc(N2CCNCC2)cc1NCCOc1ccccc1	-16.0

Screens from PubChem.
